High-throughput results: PubChem BioAssay, National Center for Advancing Translational Sciences (NCATS)
ALOX12 inhib: blocks human 12-lipoxygenase activity; Potency, µM (series often up to 57.1 µM), for the others: top-dose activity change, negative = inhibition, usual class: inhibitors; purified 12-hLO, xylenol orange hydroperoxide absorbance; 150,000 compounds, 0.12% hits; P18054; note: potency is the fitted concentration of half-maximal effect; nearly all actives have a fitted effect of over 55% in size; many of its hits are not listed in these tables
Target sequence (P18054 whole entry, looked up): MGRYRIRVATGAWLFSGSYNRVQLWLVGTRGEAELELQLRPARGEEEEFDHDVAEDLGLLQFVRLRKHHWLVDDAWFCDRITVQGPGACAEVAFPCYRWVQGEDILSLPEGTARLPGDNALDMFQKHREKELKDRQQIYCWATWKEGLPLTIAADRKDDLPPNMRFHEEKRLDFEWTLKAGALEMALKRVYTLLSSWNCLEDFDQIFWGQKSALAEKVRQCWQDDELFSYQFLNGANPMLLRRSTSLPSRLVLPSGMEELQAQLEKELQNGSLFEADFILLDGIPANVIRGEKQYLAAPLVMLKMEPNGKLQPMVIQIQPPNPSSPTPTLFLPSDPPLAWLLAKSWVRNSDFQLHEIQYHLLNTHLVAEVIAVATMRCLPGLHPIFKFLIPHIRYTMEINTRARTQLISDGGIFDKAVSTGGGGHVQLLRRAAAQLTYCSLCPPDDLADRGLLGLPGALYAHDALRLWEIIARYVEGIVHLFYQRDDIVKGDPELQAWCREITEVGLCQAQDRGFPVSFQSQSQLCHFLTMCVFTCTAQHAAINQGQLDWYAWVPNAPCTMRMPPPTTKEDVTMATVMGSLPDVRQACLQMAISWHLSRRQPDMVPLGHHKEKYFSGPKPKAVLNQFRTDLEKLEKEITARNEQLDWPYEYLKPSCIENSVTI
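150 nM 12hLO, 25 mM Hepes pH 7.0 + 0.01% Triton X-100; cpd preinc 15 min RT; 40 uM arachidonic acid, 30 min RT; Fe-XO 30 min; A573/A405 ratio as read-out.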
PNC assembly inh: inhibitors of perinucleolar compartment assembly; 140,000 compounds, 3.1% hits; AID 2417; PC3M PTB-GFP, PNC prevalence imaging, 16 h; hits give low values; activity change (PNC), negative = inhibition, % at 10 µM;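 active = readout at or below -70, meaning at least 70% loss of cells showing the perinucleolar compartment, a nuclear body marking cancer cells; inconclusive = readout between -30 and a set limit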;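 note: plate controls were DMSO wells for no effect and camptothecin positive control wells for full effect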
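Compounds are pinned in duplicate onto adhered PC3M cells stably expressing GFP-tagged PTB and incubated 16 h at 37 C. Cells are then fixed, nuclei stained with Hoechst, and PNC-positive cells counted.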
IMPase inh: cell-permeable inhibitors of inositol monophosphatase (IMPase); inhibition (IP1 accumulation), % at 46.1 µM; 120,000 tested, under 10 active; AID 901; P97697; CHO-M1 cells, IP1 accumulation, HTRF TR-FRET ratio; active = well fitted curve in the direction sought with a large enough effect in the signal ratio, not every such curve was filed as active; inconclusive = small, poorly fitted or top-dose-only effect, or a change in a side signal; inactive = no such curve, though single readings can be large or run the other way; the % refers to the signal ratio;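 note: cells stimulated with carbachol in lithium chloride buffer; plate controls were DMSO basal wells for no effect and reference inhibitor wells for full effect; higher means more IMPase inhibition seen as more IP1 and lower FRET ratio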
Target sequence (P97697 whole entry, looked up): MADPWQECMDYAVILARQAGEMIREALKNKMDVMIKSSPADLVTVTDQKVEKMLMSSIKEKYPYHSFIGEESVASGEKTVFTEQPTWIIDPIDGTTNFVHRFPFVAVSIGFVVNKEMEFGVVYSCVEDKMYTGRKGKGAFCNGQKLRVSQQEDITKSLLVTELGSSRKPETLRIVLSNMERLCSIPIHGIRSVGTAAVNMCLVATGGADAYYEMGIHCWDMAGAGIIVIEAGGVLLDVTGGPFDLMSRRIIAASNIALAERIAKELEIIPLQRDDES
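In this qHTS, compounds (final up to 46 uM) act on CHO-M1 cells that are then activated through the M1 receptor with carbachol, in pH 7.4 buffer containing 50 mM LiCl, for 30 min. IP1 accumulation is quantified by the IP-One immunoassay.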
ALOX15B inhib: 15-hLO-2 (ALOX15B) enzyme inhibition | AID 881 | Potency, µM (series often up to 57.1 µM), without a hit: at the top dose activity change, negative = inhibition, most hits filed as inhibitors | O15296 | purified 15hLO-2, xylenol orange hydroperoxide absorbance | 110,000 compounds, 0.56% hits; note: potency is the fitted concentration of half-maximal effect; nearly all actives have a fitted effect of over 60% in size; many of its hits are not listed in these tables
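Purified human 15hLO-2 (50 nM final) preincubated with compounds 15 min at room temperature in 25 mM Hepes pH 7.5, 0.01% Triton X-100, then 45 uM arachidonic acid added for 90 min; hydroperoxide detected via ferrous/xylenol orange, 573/405 nm absorbance ratio.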
* hit, by the source's call; ? = inconclusive; nt = no result given; [ ] = dose if it differs, or a comment. Unless noted, calls come from the whole dose curve; as a rule, active = well fitted curve in the direction sought with a large enough effect; inconclusive = small, poorly fitted or top-dose-only effect, or another doubt; inactive = no such curve, though single readings can be large; an effect the other way counts as inactive or inconclusive. Unless noted, % is set by controls: 0 for no effect and ±100 for the full control effect. These rows are one share of the data, so the mix of outcomes need not match the whole.

SMILES	ALOX12 inhib	PNC assembly inh	IMPase inh	ALOX15B inhib
CC(Oc1ccc(Cl)cc1)C(=O)NCCN1C(=O)S/C(=C\c2cccnc2)C1=O (stereo not given)	-5%	141	-3	nt
CCOC(=O)C1=C(c2ccccc2)Nc2ncnn2C1c1ccc(OC)c(OC)c1OC (stereo not given)	3%	-27	-2	9%
CCn1c2ccccc2c2nnc(SCC(=O)N(C)C3CCS(=O)(=O)C3)nc21 (stereo not given)	-2%	-1	nt	nt
COC(=O)c1c(NC(=O)c2ccccc2[N+](=O)[O-])sc2c1CC(C)(C)NC2(C)C	-1%	?	nt	nt
CC(C)Cc1nnc(NC(=O)Cc2ccc([N+](=O)[O-])cc2)s1	0%	4	nt	nt
COC(=O)c1cc(=O)n(-c2ccc(F)cc2)c(=Nc2ccc(F)cc2)s1	-3%	38	nt	nt
COCc1nnc(NC(=O)CC(c2ccccc2)c2ccccc2)s1	2%	-9	3	-9%
COc1cc(/C=N/n2cnnc2)ccc1OCCOc1ccccc1	-7%	5	8	1%
OCCCCCN=c1cc(-c2ccccc2)oc2ccc(Cl)cc12	1%	-18	14	-1%
COc1ccc(C(=O)Nc2nc(N3C(=O)c4ccccc4C3=O)n(-c3ccccc3)n2)cc1	-3%	63	0	13%
Cn1c(=NC(=O)CSCC(=O)N2CCCCC2)sc2ccccc21	-2%	22	-13	-9%
Cc1nc2c(sc3nc4c(cc32)COC(C)(C)C4)c(=O)n1CC(=O)NCc1ccco1	-8%	?	10	0%
COc1ccc(C(=O)N2CCN(C3CCCCC3)CC2)c(OC)c1	-2%	11	-4	-1%
CCC(C)[C@H](NC(=O)NC(C)C)C(=O)O (stereo not given in full)	3%	?	nt	nt
CC(=O)c1cc(C#N)c(SCc2ccccc2C#N)nc1C	0%	-1	6	nt
Cc1ccc(S(=O)(=O)C2CS(=O)(=O)CC2O)cc1 (stereo not given)	4%	?	0	3%
Cc1ccc2nc(NC(=O)C3CCN(S(=O)(=O)c4cccs4)CC3)sc2c1	-4%	13	-6	5%
Fc1cccc(COc2ccccc2CNc2ccccc2)c1	-8%	11	-14	nt
COc1ccc(/C=N/NC(=O)c2[nH]ncc2Br)c(OC)c1	-3%	17	3	4%
Cc1ccccc1-c1nc(CS(=O)CC(=O)NCc2ccccc2)c(C)o1 (stereo not given)	5%	?	0	-4%
O=C1NC2(CCCCCC2)Cc2ccccc21	-2%	-18	8	-3%
Cn1nc(C(=O)NC2CCCCCC2)ccc1=O	-4%	20	4	4%
CCOc1ccc(N(C(C)C(=O)NC(C)CC)S(C)(=O)=O)cc1 (stereo not given)	-4%	32	5	2%
O=C(O)c1ccc(NCc2cccc(Br)c2)cc1	3%	59	nt	nt
Cc1cc(Br)c(NC(=O)CCl)c(Br)c1	5%	-89*	nt	nt
Cc1cc(COc2ccccc2OCc2cc(C)no2)on1	1%	-14	9	1%
CCSc1ccccc1C(=O)n1nnc2ccccc21	-7%	27	3	-16%
COC(=O)N1N=C(c2ccc(Br)cc2)CC1(O)C(F)(F)F (stereo not given)	-3%	15	nt	nt
CCOC(=O)N1CCN(c2ccc(C(=O)c3ccccc3)cc2F)CC1	-10%	7	3	-6%
Cc1cccc(COCC(CC(C)C)N2CCN(C(=O)c3ccc(C(C)(C)C)cc3)CCC2=O)c1 (stereo not given)	-3%	-19	nt	nt
CCOC(=O)c1[nH]c(C)c(C(=O)NCCCOC(C)C)c1C	3%	-22	8	-3%
O=C(c1noc2c1CCc1ccccc1-2)N1CCCc2ccccc21	-7%	27	7	-10%
Cn1c(=O)c2c(nc(N3CCCCCC3)n2CC(O)COc2ccc(Cl)cc2)n(C)c1=O (stereo not given)	-7%	?	-10	-4%
Nc1nc(-c2ccc([N+](=O)[O-])cc2)cs1	-4%	56	-5	nt
CC(C)(C)c1ccc(C(=O)NNC(=O)Cc2ccccc2)cc1	-3%	25	1	-4%
COc1cccc(/C(O)=C2/C(=O)C(=O)N(Cc3cccnc3)C2c2ccco2)c1 (stereo not given)	-10%	9	7	-7%
Cc1c(C(=O)OC2CCCCC2)sc2nc[nH]c(=O)c12	-1%	-6	6	-13%
CCOC(=O)C1=C(C)NC(C)=C(C(=O)OCC)C1c1cccs1	-4%	4	nt	nt
CC1(c2ccccc2)NC(=O)N(CCOc2ccccc2)C1=O (stereo not given)	-3%	-10	5	5%
Cc1cccc(-c2nnc(SCc3cc(=O)[nH]c4ccccc34)n2C)c1	-2%	?	0	-6%
CCOc1ccc(CNc2ccc3c(c2)nc(C)n3C)cc1	4%	9	12	23%
CCSc1nc2ccccc2n1CC(=O)N1CCOCC1	3%	14	nt	nt
O=C(NCc1ccc2c(c1)OCO2)c1ccc(CSCc2cccc(Cl)c2)o1	-7%	-25	nt	nt
CN1[C@@H]2CC[C@H]1CC(NC(=O)c1nn(C)c3ccccc13)C2 (stereo not given in full)	-2%	nt	-3	-5%
O=C(O)CSCCOc1ccc(OCCSCC(=O)O)cc1	-7%	3	nt	nt
COc1cccc(C(=O)Nc2cc3c(cc2Br)OCCCO3)c1	0%	-13	nt	nt
O=C1Nc2ccccc2C12Nc1ccccc1-c1nc3ccccc3n12 (stereo not given)	-25%	-6	4	nt
O=c1cc(N2CCOCC2)[nH]c(=O)n1-c1ccc(Br)cc1	-5%	?	0	3%
O=C(O)CCC(=O)N1CCC(C(=O)c2cccc(Cl)c2)CC1	-7%	4	-3	2%
CCSC1(SCC)N=C(N)C2(C#N)C(c3ccccc3)NC(C)=C(C)C12C#N (stereo not given)	6%	1	3	?
COC(=O)c1sc(NC(=O)CSc2nnnn2-c2ccc(C)cc2C)nc1C	1%	24	-4	-4%
Nc1nc(-c2cc(-c3cccc4ccccc34)nc(N)n2)cc(-c2cccc3ccccc23)n1	-3%[11.4 µM]	nt	nt	-2%[11.4 µM]
O=C(Nc1ccccc1Cl)C1C2CCC3C(CCC21)C3(Cl)Cl (stereo not given)	0%	9	nt	nt
N[C@@](CC(=O)O)(Cc1ccccc1)C(=O)O	3%[11.4 µM]	nt	nt	-6%[11.4 µM]
CCCn1c(NCCO)nc2ccccc21	-3%	6	1	3%
CC(=O)c1ccc(OCC(O)CN2CCN(CC(O)COc3ccc(C(C)=O)cc3)CC2)cc1 (stereo not given)	1%	150	7	nt
O=C(Nc1ccccc1)c1ccccc1CC[N+](=O)[O-]	7%	74	5	nt
NC(=O)c1ccc(NC(=O)COC(=O)CCCN2C(=O)c3cccc4cccc(c34)C2=O)cc1	-1%	33	nt	nt
Cc1nn(-c2ccccc2)c(Cl)c1C(=O)Nc1ccccc1	-7%	?	3	2%
COc1ccc(CN2C(=O)CCC2(C)C(=O)NC2CCCC2)c(OC)c1 (stereo not given)	-1%	60	nt	nt
The results go on.
SMILES	ALOX12 inhib	PNC assembly inh	IMPase inh	ALOX15B inhib
Cc1ccc(-c2nnn(CC(=O)N(c3ccccc3)C(C(=O)NCC3CCCO3)c3ccc(Cl)cc3)n2)cc1 (stereo not given)	2%	-12	-3	-3%
Cn1c(/C(C#N)=C(\O)c2ccc(S(=O)(=O)N3CCCCC3)cc2)nc2ccccc21	3%	?	2	-14%
Cc1onc(-c2ccccc2)c1C(=O)Nc1nc2c(s1)C(=O)CC(C)(C)C2	2%	?	-7	0%
Cc1ccc(S(=O)(=O)c2nc(Nc3ccccc3C#N)sc2Cl)cc1	2%	?	-9	nt
CCOC(=O)C1CCCN(C(=O)/C=C/c2ccccc2[N+](=O)[O-])C1 (stereo not given)	-1%	-1	nt	nt
CC(C)NC1CS(=O)(=O)CC1O (stereo not given)	3%	-23	2	3%
COc1ccc(Cl)cc1NC(=O)CS(=O)(=O)c1cccc2nsnc12	-3%	?	4	-5%
O=C(Cn1nc(C(=O)O)c2ccccc2c1=O)NCCC1=CCCCC1	-3%	5	-4	-1%
COc1ccc(OC)c(/C(O)=C/C(=O)C(=O)Nc2ccccc2OC)c1	0%	-9	-10	-9%
O=C(CCCCn1c(=O)[nH]c2ccccc2c1=O)NCCc1c[nH]c2ccccc12	2%	9	nt	nt
CC(=O)OCc1cc2cccc(C)c2[nH]c1=O	-5%	-23	-6	-5%
O=C1OCCN1C(=O)[C@H]1[C@H](c2ccc([N+](=O)[O-])cc2)C(c2cccc(Cl)c2)=NN1c1ccccc1	-3%[0.00818 µM]	-7	nt	0%[0.0915 µM]
CCOc1c2ccc(C(=O)NCc3ccco3)cc2nn1CCOC	3%	?	5	-6%
COc1ccc(C(=O)N2CCC(C(=O)Nc3ccccc3OC)CC2)cc1	-2%	-85*	4	2%
CCCCCC(=O)Nc1nnn(CCC)n1	1%	7	10	2%
COc1ccc(-c2cc(C(=O)Nc3cc(C)n(Cc4ccc(Cl)cc4)n3)no2)cc1OC	-3%	36	4	15%
C/C=C/c1ccc(OCC(=O)OCc2csc(Nc3ccc(C)cc3)n2)c(OC)c1	-4%	?	nt	nt
C#CCn1c(=NC(=O)CN2C(=O)CCC2=O)sc2cc(S(N)(=O)=O)ccc21	-2%	?	nt	nt
CCOC(=O)C1=C(N)N2C(=O)C(C)SC2=C(C(=O)OC)C1c1cccc(OC)c1 (stereo not given)	1%	?	6	1%
COc1cc(/C=C2/SC(=NCc3ccccc3)N(Cc3ccccc3)C2=O)ccc1O	-23%	-14	2	4%
Cc1ccc(OCC(=O)N2CCc3ccccc32)cc1	-2%	11	nt	nt
CCCn1c(=O)c2ccccc2n2c(SCCOc3ccc(C)cc3)nnc12	-8%	8	4	-14%
O=C1c2cccc3cccc(c23)C(=O)N1c1nncs1	0%	?	7	3%
CCC(CC)n1[nH]c(=O)c2c(C)cc(C)nc21	1%	-82*	3	-3%

One compound at a time (already shown).
COc1ccc(-c2cc(C(=O)Nc3cc(C)n(Cc4ccc(Cl)cc4)n3)no2)cc1OC as listed: ALOX12 inhib = -3%; PNC assembly inh = 36; IMPase inh = 4; ALOX15B inhib = 15%
COc1cc(/C=C2/SC(=NCc3ccccc3)N(Cc3ccccc3)C2=O)ccc1O as listed: ALOX12 inhib = -23%; PNC assembly inh = -14; IMPase inh = 2; ALOX15B inhib = 4%
Cc1ccc(OCC(=O)N2CCc3ccccc32)cc1 as listed: ALOX12 inhib = -2%; PNC assembly inh = 11; IMPase inh = nt; ALOX15B inhib = nt

(continued)
SMILES	ALOX12 inhib	PNC assembly inh	IMPase inh	ALOX15B inhib
Cc1ccc(NP(=O)(c2ccc(N(C)C)cc2NC(=O)c2cccs2)N2CCOCC2)cc1Cl (stereo not given)	-4%	-7	0	nt
CCOC(=O)c1[nH]c(C)c(C(=O)NCC2CCCO2)c1C (stereo not given)	-3%	15	5	-2%
COc1ccc(-c2nnn(Cc3ccccc3F)n2)cc1	-8%	-16	-6	nt
Cc1ccnc(N2CCCC(C(=O)NCc3cccs3)C2)n1 (stereo not given)	-3%	-22	1	nt
COC(=O)C1=C(C)N(c2ccc(S(N)(=O)=O)cc2)C(=O)C1	-2%	19	-3	-1%
CCCC[C@@H](NC(=O)[C@@H](Cc1cn(C(=O)OC)c2ccccc12)NC(=O)[C@H](CC(C)(C)C)NC(=O)N1[C@H](C)CCC[C@@H]1C)C(=O)O	-1%[0.00818 µM]	nt	nt	7%[0.0915 µM]
CCC1CCCCN1S(=O)(=O)c1ccc(C(=O)Nc2nnc(-c3cccs3)o2)cc1 (stereo not given)	6%	-18	-8	nt
CCOc1ccc(OCc2cccc(C(=O)N3CCOCC3)c2)cc1	3%	8	-5	-3%[2.29 µM]
O=C(/C=C/c1ccccc1)c1cc(Br)ccc(=O)c1O	?	-21	-4	?
COc1ccc(S(=O)(=O)N2CCC(C(=O)NCCc3ccccc3)CC2)cc1OC	1%	-26	-4	4%
C=Cn1c(C(=O)O)cc(CC)c1-c1ccccc1	5%	-27	12	-6%
